HGIII-sPLA2 inh: Blocks human group III sPLA2 activity; Q9NZ20; QFRET BODIPY PC-A2 liposome hydrolysis, fluorescence; inhibition, % at 12.2 µM; 0.56% of 370,000 active; AID 743126;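 active = inhibition above mean plus 3 SD of compounds lying within the high and low control bounds, cut at about 19% in these data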;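 note: 0% = median of test compound wells and 100% = no enzyme DMSO wells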
Target sequence (Q9NZ20 whole entry, looked up): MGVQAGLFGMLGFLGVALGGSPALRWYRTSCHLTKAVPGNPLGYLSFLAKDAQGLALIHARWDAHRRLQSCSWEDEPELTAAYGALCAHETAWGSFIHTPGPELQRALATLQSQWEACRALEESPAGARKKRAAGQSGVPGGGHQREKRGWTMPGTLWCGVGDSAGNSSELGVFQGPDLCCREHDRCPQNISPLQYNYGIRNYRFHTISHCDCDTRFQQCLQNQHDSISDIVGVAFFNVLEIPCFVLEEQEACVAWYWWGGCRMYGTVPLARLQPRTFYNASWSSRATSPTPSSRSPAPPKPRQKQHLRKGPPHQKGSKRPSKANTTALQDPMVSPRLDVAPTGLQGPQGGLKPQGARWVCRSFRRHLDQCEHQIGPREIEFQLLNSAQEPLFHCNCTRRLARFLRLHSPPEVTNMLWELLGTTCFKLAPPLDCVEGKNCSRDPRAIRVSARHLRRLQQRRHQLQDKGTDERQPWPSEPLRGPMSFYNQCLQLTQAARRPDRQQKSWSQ
hgDAF-12 ag: activates the H. glycines DAF-12 receptor ligand-binding domain; HEK293 GAL4-hgDAF12 UAS-luciferase reporter, agonist luminescence; normalized to butyrate control; activation, % at 6.8 µM; 1.8% of 370,000 active; AID 687014;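 active = activation above a cutoff set at the mean of all screened compounds plus 3 SD, cut at about 10% in these data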;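 note: 0% = DMSO wells and 100% = sodium butyrate wells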
NPR1 activator: GC-A (human) enzyme activation; P16066; HEK293 GC-A cells, cGMP TR-FRET, EC30 ANP; 0% at EC30 ANP, 100% saturating ANP; activation, % at 10 µM; 0.14% of 370,000 active; in the data active = activation above about 40%
GC-B act: GC-B (human) receptor activation; HEK293-GC-B cells, CNP EC30, cGMP TR-FRET; 0% at EC30 CNP, 100% saturating CNP; 0.11% of 370,000 active; P20594; activation, % at 10 µM;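 active = activation at 10 µM reaching about 35% in either raw or pattern-adjusted values, limit read from the data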
DAX1 inh-1: blocks DAX1 repression of SF-1 activated StAR promoter | HEK293T StAR-luciferase reporter, SF-1/DAX-1 repression relief | inhibition, % at 6.8 µM | 1.1% of 370,000 active | AID 652010;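 active = inhibition above the mean over all tested compounds plus 3 SD, cut at about 3.6% in these data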;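 note: 0% = DAX-1 cells with DMSO and 100% = cells lacking DAX-1 with DMSO; higher inhibition means more luminescence from relief of DAX-1 repression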
hcDAF12 agonist: H. contortus DAF-12 activation, primary screen; HEK293 hcDAF-12 lit1-tk-luc reporter, luminescence; 0% DMSO, 100% Δ7-dafachronic acid; activation, % at 6.8 µM; 1.4% of 370,000 active; AID 652067;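 active = activation above the mean of all tested compounds plus 3 SD, cut at about 5.5% in these data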;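 note: 100% = response to 3 µM Δ7-dafachronic acid high control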
ADAM10 inh: inhibitors of human ADAM10. O14672. recombinant ADAM10, EDANS/DABCYL FRET peptide cleavage, 3 h. inhibition, % at 7 µM. 0.62% of 370,000 active;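 active = inhibition above a per-campaign cutoff equal to the mean of compounds falling between control-based bounds plus 3 SD, cut at about 20% in these data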;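 note: 0% = DMSO wells while the 100% control is not disclosed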
Target sequence (O14672 214-748 limits assumed): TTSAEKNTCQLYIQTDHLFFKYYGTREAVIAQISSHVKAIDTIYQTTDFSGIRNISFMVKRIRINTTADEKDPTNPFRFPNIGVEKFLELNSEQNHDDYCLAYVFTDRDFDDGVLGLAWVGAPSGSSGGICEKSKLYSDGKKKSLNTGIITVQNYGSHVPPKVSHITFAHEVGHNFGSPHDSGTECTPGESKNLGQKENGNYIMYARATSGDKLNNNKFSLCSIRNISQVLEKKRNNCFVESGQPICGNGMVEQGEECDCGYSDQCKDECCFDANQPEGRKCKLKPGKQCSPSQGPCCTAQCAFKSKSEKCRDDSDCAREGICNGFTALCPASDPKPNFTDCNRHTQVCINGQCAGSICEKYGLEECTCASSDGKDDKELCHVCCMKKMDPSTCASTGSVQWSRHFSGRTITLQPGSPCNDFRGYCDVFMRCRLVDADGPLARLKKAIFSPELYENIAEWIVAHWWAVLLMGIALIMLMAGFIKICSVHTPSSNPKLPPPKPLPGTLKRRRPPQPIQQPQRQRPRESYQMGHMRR
SMARCA2 activ: SMARCA2 function activation, primary screen; MG213 cells, MMTV-luciferase reporter, dexamethasone, overnight; 1% of 370,000 active; AID 652017; activation, % at 9.1 µM; in the data active = activation above about 7.8%;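 note: 0% = vehicle wells and 100% = reference activator wells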
ssDAF12 agonist: activators of S. stercoralis DAF-12 nuclear receptor. HEK293 ssDAF-12/GRIP1 lit1-tk-luc reporter, luminescence; % of 3 µM dafachronic acid response. activation, % at 6.8 µM. 1% of 370,000 active. AID 652126;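 active = activation above the mean over all tested compounds plus 3 SD, cut at about 0.9% in these data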;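 note: 0% = DMSO-only wells and 100% = 3 µM delta7-dafachronic acid wells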
FXN GAA850 act: frataxin GAA850 promoter activation; AID 540364; 0.56% of 360,000 active; activation, % at 6 µM; HEK293 lucGAA850 FXN promoter luciferase reporter, 24 h; percent of 10 µM SAHA response;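 active = activation above the average of all compounds screened plus 3 SD, cutoff fixed separately per campaign, cut at about 7.5% in these data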;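 note: 0% = DMSO wells and 100% = 10 µM SAHA wells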
DAX1 inh-2: inhibitors of human orphan nuclear receptor DAX1 (NR0B1); P51843; HEK293 Gal4-DAX1 luciferase reporter, luminescence; inhibition, % at 6.75 µM; 0.99% of 340,000 active; AID 504766;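 active = inhibition above the mean over all tested compounds plus 3 SD, cut at about 4.2% in these data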;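 note: 0% = DAX1-transfected cells with DMSO and 100% = empty-vector control cells with DMSO; inhibition shows as a rise in luminescence from relieved DAX1 repression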
Numbers without * were called inactive.

O=c1cccc(-c2ccccc2)[nH]1 was read as HGIII-sPLA2 inh 4, hgDAF-12 ag 2.8, NPR1 activator -2, GC-B act 3, DAX1 inh-1 -0.2, hcDAF12 agonist 1.9, ADAM10 inh -5, SMARCA2 activ -1, ssDAF12 agonist 0.0, FXN GAA850 act 1.7 and DAX1 inh-2 0.8.
For O=C(NC1CCCCCC1)c1cccc(N2CCCC2=O)c1 the results were HGIII-sPLA2 inh 4, hgDAF-12 ag 13*, NPR1 activator -1, GC-B act 8, DAX1 inh-1 2.2, hcDAF12 agonist 7.8*, ADAM10 inh 2, SMARCA2 activ 4, ssDAF12 agonist 0.3, FXN GAA850 act 2.0 and DAX1 inh-2 -1.4.
`Cc1ccc(N(C(=O)CNC(=O)c2ccco2)C(C(=O)NC2CCCC2)c2cccnc2)cc1` (stereo unspecified) gave HGIII-sPLA2 inh 4, hgDAF-12 ag 1.3, NPR1 activator 4, GC-B act -2, DAX1 inh-1 1.0, hcDAF12 agonist -0.1, ADAM10 inh 11, SMARCA2 activ -2, ssDAF12 agonist -0.8, FXN GAA850 act -0.2 and DAX1 inh-2 0.5.
Screening C[C@H](CO)N1C[C@H](C)[C@H](CN(C)Cc2cccc(F)c2)Oc2ncc(Br)cc2C1=O returned HGIII-sPLA2 inh 1, hgDAF-12 ag -0.1, NPR1 activator -2, GC-B act -5, DAX1 inh-1 -0.9, hcDAF12 agonist -1.2, ADAM10 inh 6, SMARCA2 activ -5, ssDAF12 agonist -1.0, FXN GAA850 act -1.3 and DAX1 inh-2 0.0.
For O=C(OCc1nnc(-c2ccccc2)o1)C1CCN(S(=O)(=O)c2cccs2)CC1 the results were HGIII-sPLA2 inh -6, hgDAF-12 ag 0.1, NPR1 activator 1, GC-B act -1, DAX1 inh-1 -0.4, hcDAF12 agonist -0.7, ADAM10 inh 5, SMARCA2 activ -2, ssDAF12 agonist -0.8, FXN GAA850 act 0.9 and DAX1 inh-2 -0.7.
Screening CN(C)CCO[C@@H](c1ccc(Cl)cc1)c1ccccn1 returned HGIII-sPLA2 inh 2, hgDAF-12 ag -2.0, NPR1 activator -34, GC-B act -14, DAX1 inh-1 0.6, hcDAF12 agonist 0.7, ADAM10 inh -7, SMARCA2 activ 0, ssDAF12 agonist -1.3, FXN GAA850 act -2.0 and DAX1 inh-2 0.6.
`CCOc1ncccc1C(=O)OCC(=O)N1c2ccccc2CC1C` (stereo unspecified) gave HGIII-sPLA2 inh 7, hgDAF-12 ag 2.2, NPR1 activator -1, GC-B act 0, DAX1 inh-1 0.3, hcDAF12 agonist -1.7, ADAM10 inh -6, SMARCA2 activ -2, ssDAF12 agonist -0.2, FXN GAA850 act 1.7 and DAX1 inh-2 0.2.
For CC(C)CC1NC(=O)N(CCCCN2C(=O)c3ccccc3C2=O)C1=O (stereo unspecified) the results were HGIII-sPLA2 inh -4, hgDAF-12 ag 0.2, NPR1 activator 7, GC-B act 0, DAX1 inh-1 0.8, hcDAF12 agonist -1.9, ADAM10 inh -3, SMARCA2 activ 3, ssDAF12 agonist -1.6, FXN GAA850 act 4.7 and DAX1 inh-2 -0.3.
For CCCn1c2c(c(O)c(C(=O)Nc3ncccc3C)c1=O)CCCC2 the results were HGIII-sPLA2 inh 2, hgDAF-12 ag -1.4, NPR1 activator 7, GC-B act -5, DAX1 inh-1 -0.8, hcDAF12 agonist -2.3, ADAM10 inh 2, SMARCA2 activ -2, ssDAF12 agonist -0.8, FXN GAA850 act 1.8 and DAX1 inh-2 -0.5.
Screening Oc1ccc(C=Nc2cccc3ncccc23)c(O)c1 returned HGIII-sPLA2 inh -7, hgDAF-12 ag -3.3, NPR1 activator -3, GC-B act -2, DAX1 inh-1 -1.1, hcDAF12 agonist -0.7, ADAM10 inh -10, SMARCA2 activ 2, ssDAF12 agonist -0.5, FXN GAA850 act -1.1 and DAX1 inh-2 0.1.
`CN(Cc1ccc2c(c1)CCCN2C)C(=O)[C@@H](Cc1ccccc1)NC(=O)[C@H]1O[C@@H](n2ccc(=O)[nH]c2=O)[C@H](O)[C@@H]1O` gave HGIII-sPLA2 inh -4, hgDAF-12 ag 2.5, NPR1 activator -3, GC-B act 4, DAX1 inh-1 0.3, hcDAF12 agonist -2.9, ADAM10 inh -13, SMARCA2 activ -1 and ssDAF12 agonist -1.2.
CCOC(=O)c1cc2n(c1C)-c1ccccc1C2=O was read as HGIII-sPLA2 inh 10, hgDAF-12 ag 5.0, NPR1 activator 3, GC-B act -2, DAX1 inh-1 1.9, hcDAF12 agonist 1.8, ADAM10 inh 1, SMARCA2 activ 3, ssDAF12 agonist -0.9, FXN GAA850 act 5.1 and DAX1 inh-2 -0.1.
Screening CCN(CC)S(=O)(=O)c1ccc(C)c(NC(=O)COC(=O)CCC(=O)c2cccs2)c1 returned HGIII-sPLA2 inh -3, hgDAF-12 ag 0.2, NPR1 activator -2, GC-B act 1, DAX1 inh-1 -1.1, hcDAF12 agonist 0.7, ADAM10 inh 6, SMARCA2 activ 4, ssDAF12 agonist -1.3, FXN GAA850 act 1.1 and DAX1 inh-2 0.7.
C=CCn1c(COc2ccccc2)nnc1SCC(=O)Nc1ccc(S(N)(=O)=O)cc1 was read as HGIII-sPLA2 inh -8, hgDAF-12 ag -1.3, NPR1 activator -2, GC-B act 0, DAX1 inh-1 0.7, hcDAF12 agonist -0.3, ADAM10 inh 7, SMARCA2 activ 2, ssDAF12 agonist -1.4, FXN GAA850 act 1.3 and DAX1 inh-2 0.6.
`COc1ccc(OC)c(/C=C2/Sc3ccccc3C2=O)c1` gave HGIII-sPLA2 inh -4, hgDAF-12 ag 2.3, NPR1 activator 0, GC-B act -4, DAX1 inh-1 -0.3, hcDAF12 agonist 2.2, ADAM10 inh -3, SMARCA2 activ 1, ssDAF12 agonist -0.6, FXN GAA850 act 1.8 and DAX1 inh-2 0.0.
`COc1ccc(-c2nnc(SCC(=O)Nc3c(Cl)cc(Cl)cc3C(=O)O)o2)cc1` gave HGIII-sPLA2 inh 2, hgDAF-12 ag 3.6, NPR1 activator 0, GC-B act 5, DAX1 inh-1 0.5, hcDAF12 agonist -1.5, ADAM10 inh -73, SMARCA2 activ 0, ssDAF12 agonist -1.4, FXN GAA850 act -0.1 and DAX1 inh-2 -0.4.
`O=C(NCCCN1CCN(c2ccccc2)CC1)C1CCCN(c2ncnc3c2nc2n3CCCCC2)C1` (stereo unspecified) gave HGIII-sPLA2 inh 3, hgDAF-12 ag -2.2, NPR1 activator -6, GC-B act -8, DAX1 inh-1 -4.6, hcDAF12 agonist -0.6, ADAM10 inh 11, SMARCA2 activ 4, ssDAF12 agonist -2.0, FXN GAA850 act -2.0 and DAX1 inh-2 0.3.
Screening CC(C)CNC(=O)C1(C)CCCN1Cc1ccc(OC(F)(F)F)cc1 (stereo unspecified) returned HGIII-sPLA2 inh 9, hgDAF-12 ag -0.8, NPR1 activator 7, GC-B act 5, DAX1 inh-1 1.7, hcDAF12 agonist 0.2, ADAM10 inh -3, SMARCA2 activ 1, ssDAF12 agonist -1.1 and FXN GAA850 act 0.6.
`O=C(Nc1ccc(N2CCCC2)cc1)c1cccc(F)c1` gave HGIII-sPLA2 inh 14, hgDAF-12 ag 11*, NPR1 activator -2, GC-B act -1, DAX1 inh-1 4.6*, hcDAF12 agonist 8.8*, ADAM10 inh 8, SMARCA2 activ 2, ssDAF12 agonist 0.1, FXN GAA850 act 2.9 and DAX1 inh-2 3.0.
`Cc1ccc2cc(CCNC(=O)CC(C)C)c(=O)[nH]c2c1` gave HGIII-sPLA2 inh 0, hgDAF-12 ag 2.3, NPR1 activator -2, GC-B act 0, DAX1 inh-1 -0.3, hcDAF12 agonist 0.2, ADAM10 inh -31, SMARCA2 activ -1, ssDAF12 agonist -0.8, FXN GAA850 act 0.8 and DAX1 inh-2 0.7.
O=C(CSc1nnc(NCc2ccccc2)s1)c1ccco1 was read as HGIII-sPLA2 inh -44, hgDAF-12 ag -0.4, NPR1 activator 5, GC-B act 0, DAX1 inh-1 -0.2, hcDAF12 agonist 0.0, ADAM10 inh 6, SMARCA2 activ 4, ssDAF12 agonist -0.5, FXN GAA850 act 3.5 and DAX1 inh-2 -0.8.
`O=c1[nH]c2ccccc2n1Cc1ccc(F)cc1` gave HGIII-sPLA2 inh -5, hgDAF-12 ag 0.3, NPR1 activator -3, GC-B act 1, DAX1 inh-1 -1.0, hcDAF12 agonist -0.5, ADAM10 inh -4, SMARCA2 activ -2, ssDAF12 agonist -1.1, FXN GAA850 act -1.0 and DAX1 inh-2 -0.2.
Cn1ncc2cc(NC(N)=S)ccc21 was read as HGIII-sPLA2 inh 2, hgDAF-12 ag -1.5, NPR1 activator 2, GC-B act -6, DAX1 inh-1 -1.3, hcDAF12 agonist 1.2, ADAM10 inh -7, SMARCA2 activ -1, ssDAF12 agonist -0.3, FXN GAA850 act 0.1 and DAX1 inh-2 0.0.
`COC(=O)C1CN(Cc2cn(Cc3ccc(C)cc3)nn2)CCS(=O)(=O)N1Cc1ccccc1` (stereo unspecified) gave HGIII-sPLA2 inh -4, hgDAF-12 ag -0.8, NPR1 activator 3, GC-B act -3, DAX1 inh-1 -0.6, hcDAF12 agonist -1.1, ADAM10 inh 5, SMARCA2 activ 1 and ssDAF12 agonist -1.1.
Screening COc1ccc(/C=C(\NC(=O)c2ccc(OCC(C)C)cc2)C(=O)OCc2ccco2)cc1 returned HGIII-sPLA2 inh -7, hgDAF-12 ag -0.7, NPR1 activator -2, GC-B act -6, DAX1 inh-1 -0.4, hcDAF12 agonist -2.1, ADAM10 inh 20, SMARCA2 activ 0, ssDAF12 agonist -1.5, FXN GAA850 act 0.2 and DAX1 inh-2 0.6.
`CN(C)c1cccc(C(=O)N(C)C2CCCN(Cc3ccccc3F)C2)c1` (stereo unspecified) gave HGIII-sPLA2 inh 2, hgDAF-12 ag -5.0, NPR1 activator -3, GC-B act 3, DAX1 inh-1 -0.1, hcDAF12 agonist -0.9, ADAM10 inh 3, SMARCA2 activ 1, ssDAF12 agonist -0.8, FXN GAA850 act -2.6 and DAX1 inh-2 -1.3.
`CC(C)C[C@H](NC(=O)c1nc[nH]c1C(=O)N1CCN(C(=O)OC(C)(C)C)CC1)C(=O)OC(C)(C)C` gave HGIII-sPLA2 inh -14, hgDAF-12 ag -7.8, NPR1 activator 5, GC-B act 1, DAX1 inh-1 -1.5, hcDAF12 agonist -3.3, ADAM10 inh 1, SMARCA2 activ 0, ssDAF12 agonist -1.7, FXN GAA850 act -6.9 and DAX1 inh-2 -2.0.
`Cc1nc2c(sc(=S)n2Cc2ccco2)c(=O)n1CC(=O)Nc1cc(F)ccc1F` gave HGIII-sPLA2 inh 2, hgDAF-12 ag 0.0, NPR1 activator 0, GC-B act 1, DAX1 inh-1 1.3, hcDAF12 agonist 1.1, ADAM10 inh 6, SMARCA2 activ -1, ssDAF12 agonist -1.0, FXN GAA850 act -1.7 and DAX1 inh-2 -1.5.

Compound activity deposited in PubChem by several laboratories.
